OX1R antag-1: human HCRTR1 antagonism; O43613; CHO/OX1R cells, Fluo-8 calcium fluorescence, orexin A; inhibition, % at 5 µM; hit rate 0.43% among 330,000; AID 434989;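 active = inhibition above its plate's threshold, mean inhibition of all tested compounds on the plate plus 3 SD, cut at about 37% in these data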;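 also: 0% = orexin A challenge wells and 100% = SB-334867-A antagonist wells; not every result past the cut was called active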
Target sequence (O43613 whole entry, looked up): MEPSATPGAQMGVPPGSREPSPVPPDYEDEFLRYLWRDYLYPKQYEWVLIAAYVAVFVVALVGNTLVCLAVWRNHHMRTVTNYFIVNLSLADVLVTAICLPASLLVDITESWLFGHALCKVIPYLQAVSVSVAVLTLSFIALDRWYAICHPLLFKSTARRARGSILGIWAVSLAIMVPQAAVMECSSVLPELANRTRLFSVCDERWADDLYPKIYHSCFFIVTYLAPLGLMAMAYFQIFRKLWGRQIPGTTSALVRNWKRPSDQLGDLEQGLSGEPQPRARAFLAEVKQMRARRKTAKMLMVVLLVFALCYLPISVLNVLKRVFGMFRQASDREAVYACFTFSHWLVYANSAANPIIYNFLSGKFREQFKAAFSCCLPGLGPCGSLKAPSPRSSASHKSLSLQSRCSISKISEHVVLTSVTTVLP
OX1R antag-2: antagonists of human orexin 1 receptor (OX1R). OX1R-expressing cells, FRET antagonist read-out. AID 485270. inhibition, % at 6.6 µM. O43613. hit rate 1.8% among 330,000; in the data active = inhibition mostly above about 38%, no sharp cut-off; inactive = mostly below about 40%;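 also: 0% = agonist challenge alone and 100% = reference antagonist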
CHT PAM: allosteric activators of human choline transporter CHT | CHT-expressing cells, membrane potential dye, choline EC20; stronger effect = higher value; LV-AA mutant CHT in HEK293 cells | B-score at 10 µM | hit rate 0.49% among 310,000;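 active = initial fluorescence not abnormally high and integrated response B-score, plate-corrected, over 3 SD above library mean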
Target sequence (Q9GZV3 whole entry, looked up): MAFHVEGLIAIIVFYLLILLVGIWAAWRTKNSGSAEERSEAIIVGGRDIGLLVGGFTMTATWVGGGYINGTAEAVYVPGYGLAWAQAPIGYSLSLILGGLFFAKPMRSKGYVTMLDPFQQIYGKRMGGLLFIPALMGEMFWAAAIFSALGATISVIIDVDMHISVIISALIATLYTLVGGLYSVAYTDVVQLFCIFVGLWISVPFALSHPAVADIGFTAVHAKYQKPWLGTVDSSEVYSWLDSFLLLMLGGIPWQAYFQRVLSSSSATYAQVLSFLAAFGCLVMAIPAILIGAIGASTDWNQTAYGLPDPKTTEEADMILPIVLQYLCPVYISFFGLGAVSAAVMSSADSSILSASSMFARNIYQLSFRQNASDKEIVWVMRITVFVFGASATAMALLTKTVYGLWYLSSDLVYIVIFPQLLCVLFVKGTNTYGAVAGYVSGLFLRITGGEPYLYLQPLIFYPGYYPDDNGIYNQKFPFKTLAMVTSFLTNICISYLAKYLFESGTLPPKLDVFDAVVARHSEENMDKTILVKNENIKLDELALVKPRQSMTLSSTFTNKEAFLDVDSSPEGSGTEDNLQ
Starred values were filed as active, the others as inactive; i = inactive; nt = not tested or not shown.

Under each structure – OX1R antag-1 | CHT PAM | OX1R antag-2
C=CCN(CC=C)S(=O)(=O)c1ccc(F)cc1
→ -3 | i | 9
COc1ccc(Cl)cc1-c1nc(N)nc(NC2CCCCC2)n1
→ -11 | i | 18
COC(=O)c1ccccc1N=Nc1c(C)[nH][nH]c1=O
→ 1 | i | 37
CC(=O)Nc1c(-c2ccccc2)nc2ncccn12
→ -2 | i | 10
N#CCCN(Cc1cccnc1)C(=O)Nc1ccc(Cl)c(Cl)c1
→ -32 | i | 18
CCOC(=O)c1c(NC(=O)c2ccco2)n(C2CCCCC2)c2nc3ccccc3nc12
→ -25 | 7.3* | 11
Cc1cc(C)cc(OCC(=O)OCc2cc([N+](=O)[O-])cc3c2OCOC3)c1
→ -11 | nt | 16
CCOC(=O)C(CC)(CC)C(=O)/C=C/c1ccc(Br)cc1
→ -21 | i | 10
CCn1c(NC(=O)C2CCCCC2)nc2ccccc21
→ -13 | i | 32
O=C(COC(=O)c1ccc(-c2ccc([N+](=O)[O-])cc2)o1)NC(=O)NC1CCCCC1
→ -17 | i | 41
Cc1[nH]n(-c2ccc([N+](=O)[O-])cc2)c(=O)c1C=NCCc1ccc(S(N)(=O)=O)cc1
→ -13 | i | 28
O=C(NCc1ccco1)C(=O)NCC1OCCN1S(=O)(=O)c1ccc(Cl)cc1 (centres undefined)
→ -14 | i | 6
COc1ccccc1/C=N/NC(=O)c1ccc(C)nc1
→ -5 | i | 9
Cc1cc(=O)oc2cc(OC(C)C(=O)NCC3CCCO3)ccc12 (centres undefined)
→ 1 | i | 10
COC(=O)c1nc2n(n1)C(c1ccc(OC)c(OC)c1OC)C1=C(CCCC1=O)N2 (centres undefined)
→ -13 | i | 25
CC(C)(C)c1ccc(NC(=O)c2cc[n+]([O-])cc2)cc1
→ -2 | i | 6
CCC[C@@H]1C[C@@H](C(=O)N[C@@H](C2O[C@H](SC)[C@H](O)[C@@H](O)[C@H]2O)[C@H](C)Cl)N(C)C1 (some centres undefined)
→ -10 | i | 9
O=C(CCN1C(=O)C2CCCCC2C1=O)N1CCN(S(=O)(=O)c2c(F)cccc2F)CC1 (centres undefined)
→ -26 | i | 7
CCc1ccc([C@@H]2C[C@H]3CN(Cc4ccccc4OC)C(=O)[C@]34CCCN24)cc1
→ -23 | i | 10
O=C(Cn1cc2c(n1)CCCC2)NCCc1ccccc1
→ 8 | i | 8
COc1ccc(NC2CCCN(C(=O)CCCN3CCCCC3=O)C2)cc1 (centres undefined)
→ -4 | i | 12
CC1(C)OC(=O)C(C(c2ccccc2)C(C#N)C(N)=O)=C(O)O1 (centres undefined)
→ -2 | i | 17
CCOC(=O)N1CCN(C2=Nc3cccc4cccc2c34)CC1
→ -2 | i | 12
COc1ccc(-c2cn[nH]c2-c2ccc(O)cc2O)cc1OC
→ -16 | i | 5
COc1cccc(C(=O)NC(=S)Nc2ccc(N3CCCC3)cc2)c1
→ -3 | i | 15
CCS(=O)(=O)N1CCN(C(=O)COc2ccc(-c3ccccc3)cc2)CC1
→ -12 | i | 15
Cc1c(C(=O)N2CCOCC2)sc(NC(=O)c2ccccc2F)c1C#N
→ -10 | i | 13
O=C(NCCS(=O)(=O)N1CCN(c2ccccc2)CC1)c1ccc2c(c1)OCO2
→ -26 | i | 6
Cc1ccc(-c2noc(CSc3nnc(-c4ccncc4)n3-c3ccc(F)cc3)n2)cc1
→ -11 | i | 14
CCC(C)[C@H](NC(=O)c1cc2cc(Cl)ccc2n1C)C(=O)N1CCC(C(=O)O)CC1 (some centres undefined)
→ -21 | i | 8

Further compounds.
Under each structure – OX1R antag-1 | CHT PAM | OX1R antag-2
C#CC(=O)N(c1cccc(OC)c1)C(C(=O)NC1CCCC1)c1cccs1 (centres undefined)
→ -17 | i | 37
O=C(CN1C2=NCCN2c2ccccc21)c1ccc(Br)s1
→ -17 | i | 7
Nn1c(SCC(=O)Nc2ccc(N3CCOCC3)cc2)nnc1-c1ccccc1F
→ -16 | nt | 3
CC1OC(Oc2ccc3ccc(=O)oc3c2-c2c(O)ccc3cc(Oc4ccc5ccc(=O)oc5c4)c(=O)oc23)C(O)C(O)C1O (centres undefined)
→ -8 | i | 12
COc1cccc(N2CC(C(=O)Nc3nnc(SCC(=O)NCC4CCCO4)s3)CC2=O)c1 (centres undefined)
→ 3 | i | 13
CCSc1nnc(-c2cc(Br)ccc2N=Cc2c(C)[nH]n(-c3ccccc3)c2=O)c(=O)[nH]1
→ -18 | i | 75*
COc1ccccc1OCC(=O)N/N=C1\CCc2ccccc21
→ -19 | i | 30
O=C1NC(O)(c2ccccc2)Oc2ccccc21 (centres undefined)
→ 0 | i | 22
CCCC(=O)Nc1ccc(C(N)=O)cc1
→ -7 | i | 20
COC(=O)Nc1ccc(S(=O)(=O)Nc2ccccc2F)cc1
→ -11 | i | 19
S=c1nc(-c2ccccc2)n(CCCN2CCOCC2)c2c1CCCC2
→ -10 | i | 9
COc1ccc(-c2[nH]ncc2CN(C)Cc2cccnc2)c(F)c1
→ -8 | i | 5
CC(=O)N1CCN=C1SCc1cccc(F)c1
→ -4 | i | 14
CCCNc1nc(C)cc(-c2cc(-c3ccccc3)on2)n1
→ -51 | i | 37
COc1ccccc1C(=O)C1CCCN(C(=O)Nc2ccccc2F)C1 (centres undefined)
→ -29 | i | 1
Cc1ccc(C(C(=O)NC2CCCCC2)N(Cc2ccco2)C(=O)Cc2c[nH]c3ccccc23)o1 (centres undefined)
→ -25 | 6.4* | 28
FC(F)(F)c1cccc(NC(=S)N2CCN(c3cccc(C(F)(F)F)c3)CC2)c1
→ -6 | i | 16
CC(=O)CSc1nc(N)c(C#N)c(-c2cccs2)c1C#N
→ -20 | i | 11
COc1ccc(CNC(=O)CN(Cc2ccc(Cl)cc2)S(=O)(=O)c2ccccc2)cc1
→ -29 | i | 7
Fc1ccc(-c2onc3ccc(C4OCCO4)cc23)cc1
→ -16 | i | 22
CCNc1ccc(S(=O)(=O)N2CCCCC2)cn1
→ -14 | nt | 3
Nc1[nH]n(-c2c(Cl)cc(Cl)cc2Cl)c(=O)c1N=Nc1ccc(S(=O)(=O)Nc2ncccn2)cc1
→ -8 | nt | 2
COc1cccc(CNC(=O)c2cccc(S(=O)(=O)N3CCN(c4ccc(F)cc4)CC3)c2)c1
→ 24 | i | 22
COc1ccc(C2=Nn3c(nnc3-c3ccco3)SC2)cc1
→ -1 | i | 15
CCc1ccc(/C=C2\CN(CC)Cc3c2nc2ccccc2c3C(=O)O)cc1
→ -22 | i | 17
Cc1ccccc1N1CC(C(=O)Nc2ccc(S(=O)(=O)N3CCCC3)cc2)CC1=O (centres undefined)
→ -19 | i | 15
O=c1c(Cl)c(O)c2cccc3c4ccccc4n1c23
→ -10 | i | 12
Cc1ccc(N(CC(=O)Nc2cc(C)cc(C)c2)S(=O)(=O)c2cccc3nonc23)cc1
→ -2 | i | 47*
CN(CC1COc2ccccc2O1)C(=O)c1cc(COc2c(F)cccc2F)on1 (centres undefined)
→ -15 | i | 34
CCCc1nc2ccccc2c(=O)n1N
→ -17 | i | 6

OX1R antag-2, hit marks shown above.
mol	OX1R antag-1	OX1R antag-2
CCSc1nnc(-c2cc(Br)ccc2N=Cc2c(C)[nH]n(-c3ccccc3)c2=O)c(=O)[nH]1	-18	75*
Cc1ccc(N(CC(=O)Nc2cc(C)cc(C)c2)S(=O)(=O)c2cccc3nonc23)cc1	-2	47*

More compounds follow:
Under each structure – OX1R antag-1 | CHT PAM | OX1R antag-2
COCCCNC(=O)c1c(N)n(-c2ccccc2)c2nc3ccccc3nc12
→ -26 | i | 18
Cc1nnc(SCC(=O)NC2CCCCCC2)n1C(C)C
→ -1 | i | 21
O=C(/C=C/c1ccccc1Cl)Nc1ccccc1
→ -14 | i | 10
Cc1ccc(C(=O)Nc2ccc3c(c2)OCO3)o1
→ -22 | i | 24
CSc1ccc(/C=N/NC(=O)CN2CCN(Cc3ccccc3Cl)CC2)cc1
→ -35 | i | 12
Cc1ccccc1CN1C[C@@H]2C[C@@H](c3cn[nH]c3-c3ccccc3)N3CCC[C@@]23C1=O
→ -20 | i | 11
Cc1ccc(C)c(S(=O)(=O)NCc2ccc(C(=O)N3CCN(c4ccccc4)CC3)cc2)c1
→ -31 | i | -4
COc1cc(CNC(=O)C2CCC(=O)N(C3CCCCCC3)C2)cc(OC)c1 (centres undefined)
→ -24 | i | 16
CCn1c(=O)c(C(=O)CN(C)Cc2ccc(F)cc2)c(N)n(Cc2ccccc2)c1=O
→ -28 | i | 10
COc1ccccc1N(C)S(=O)(=O)c1ccc(Cl)c(C(=O)Nc2ccncc2)c1
→ -23 | i | 36
CCN(CC)CCn1c2ccccc2c2cnc(N=CN(C)C)c(C#N)c21
→ -19 | i | 39
CC(C)(OC(=O)c1ccc(C#N)cc1)c1cc2ccccc2c(=O)o1
→ -19 | nt | 4
CC(NC(=O)CN(C)Cc1cccc(Cl)c1)c1ccccc1 (centres undefined)
→ -22 | i | 22
O=C(c1ccco1)N1CCN(c2cc(=O)n(-c3ccc(Cl)cc3)c(=O)[nH]2)CC1
→ -12 | i | 7
CCOC(=O)C1=C(C)N=c2s/c(=C\c3ccc(OCC(=O)O)cc3)c(=O)n2C1c1ccc(OC(C)C)cc1 (centres undefined)
→ 11 | i | 13
CCCCC(=O)NNC(=S)NC(=O)c1cccc([N+](=O)[O-])c1
→ -20 | i | 25
CC(C)(C)c1cn(-c2ccc(Cl)cc2)c(=S)[nH]1
→ -5 | i | 7
O/N=C(\c1ccccn1)C1CC1c1ccccc1 (centres undefined)
→ -13 | i | 18
CN(C)CCNC(=S)Nc1ccc(Cl)cc1
→ -11 | i | 11
COCC(=O)N(Cc1cc2cc(C)ccc2[nH]c1=O)c1cccc(C)c1C
→ -12 | i | 8
Cn1[nH]c(C(F)(F)F)c(C=Nc2ccc(Cl)cc2)c1=O
→ -5 | i | 17
Cc1ccc(C(CNC(=O)c2ccco2)N2CCN(C)CC2)cc1 (centres undefined)
→ 5 | i | 5
CCSC1=NCCN1S(=O)(=O)c1ccc(Cl)cc1
→ -13 | i | 3
O=C(NC(c1cccnc1)C(F)(F)F)c1cc(COc2ccc3c(c2)CCCC3)on1 (centres undefined)
→ 19 | i | 10
COc1cc(OC)nc(Oc2ccc(NC(C)=O)cc2)n1
→ -8 | i | 3
Cc1cccc2cc(C#N)c(NCCNC(=S)NCCCN3CCOCC3)nc12
→ -15 | i | 10
CC(C)N1C(=O)NC2(c3ccccc3)N(C)C(=O)N(C)C12c1ccccc1 (centres undefined)
→ -7 | i | 4
CN(C)c1ccc(C2CC(c3cccc(NS(C)(=O)=O)c3)=NN2C(=O)c2ccccc2)cc1 (centres undefined)
→ -21 | i | 2
Cn1c(C(=O)NCCCN2CCCCC2)cc2sccc21
→ -14 | i | 7
CC1(C)OC(=O)N(CC(=O)Nc2cccc(C(F)(F)F)c2)C1(C)O (centres undefined)
→ -4 | i | 9

Single records (already shown):
O=C(NC(c1cccnc1)C(F)(F)F)c1cc(COc2ccc3c(c2)CCCC3)on1 (centres undefined) across the screens: OX1R antag-1: 19; CHT PAM: i; OX1R antag-2: 10
CCn1c(=O)c(C(=O)CN(C)Cc2ccc(F)cc2)c(N)n(Cc2ccccc2)c1=O across the screens: OX1R antag-1: -28; CHT PAM: i; OX1R antag-2: 10

Reformatted in markdown: two of the compounds above.
| molecule | OX1R antag-1 | CHT PAM | OX1R antag-2 |
| --- | --- | --- | --- |
| COc1ccccc1/C=N/NC(=O)c1ccc(C)nc1 | -5 | i | 9 |
| O=C(CN1C2=NCCN2c2ccccc21)c1ccc(Br)s1 | -17 | i | 7 |

The list continues.
Under each structure – OX1R antag-1 | CHT PAM | OX1R antag-2
Cn1cc(/C=N\NC(=O)c2cccs2)c2ccccc21
→ -6 | i | 12
COc1ccc(C(=O)NNC(=O)CSc2nnc(COc3ccccc3OC)n2C)cc1
→ 2 | i | 11
Cc1n[nH]c(=O)nc1NCCN(C)C
→ -16 | i | 18
COc1ccc(OC)c(NC(=O)CN2C(=O)COc3ccc(C)cc32)c1
→ -26 | i | 19
Fc1ccc(CSc2nc3ncccc3[nH]2)cc1
→ -25 | i | 16
O=C(c1ccc(Cl)cc1)N1CCCC(C(=O)N2CCCCC2)C1 (centres undefined)
→ -24 | i | 9
COc1ccc(C)cc1NC(=O)C(OC(=O)c1cccc(S(=O)(=O)N(C)c2ccccc2)c1)c1ccccc1 (centres undefined)
→ -7 | i | 4
O=C(Nc1ccnn1C1CCN(C(=O)c2ccc(Cl)cc2)CC1)C1CC1
→ -1 | i | 1
O=C(NCc1cccc(C(F)(F)F)c1)C1CCCN(c2cnccn2)C1 (centres undefined)
→ 2 | i | 12
CCOC(=O)C1CCN(C(=S)Nc2ccc(CC)cc2)CC1
→ -7 | i | 8
O=C(CSc1ccc(-c2ccc(F)cc2)nn1)N1CCOCC1
→ -2 | i | 8
Cc1ccccc1OCC(=O)Nc1ccc(N2CCN(S(C)(=O)=O)CC2)cc1
→ 1 | i | 20
CCC(C)NCCOCCOc1ccc(C)cc1Br (centres undefined)
→ -16 | i | 4
O=C(NC1CCCC1)C(c1ccc(F)cc1)N(C(=O)c1csnn1)c1ccccc1 (centres undefined)
→ -38 | i | 20
O=C(c1ccc2c(c1)OCCO2)C1CCN(C(=O)Nc2ccc(F)cc2)CC1
→ 0 | i | 9
COCCn1c(=N)c(S(=O)(=O)c2ccc(F)cc2)cc2c(=O)n3ccccc3nc21
→ -20 | i | 29

Screening results (PubChem)

Random draw from the library. Share with any hit: about 2.5%.
